# BLM helicase inh: inhibitors of human Bloom syndrome helicase BLM; P54132; recombinant BLM DNA unwinding, fluorescence dequenching; Potency, µM (series often up to 56.1 µM), for the others: top-dose activity change, negative = inhibition, most hits filed as inhibitors; actives 0.2% (n = 350,000); AID 2528;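 note: potency is the fitted concentration of half-maximal effect; plate controls were vehicle for no effect and no enzyme for full effect; nearly all actives have a fitted effect of over 35% in size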
# APE1 inh: APE1 (human) endonuclease inhibition; recombinant APE1, TAMRA/BHQ-2 abasic DNA cleavage fluorescence; Potency, µM (highest dose often 65.8 µM), without a hit: at the highest dose activity change, negative = inhibition, most hits filed as inhibitors; actives 0.35% (n = 350,000);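 note: potency is the fitted concentration of half-maximal effect; plate controls were vehicle for no effect and reference inhibitor for full effect; nearly all actives have a fitted effect of over 55% in size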
# Target sequence (P27695 whole entry, looked up): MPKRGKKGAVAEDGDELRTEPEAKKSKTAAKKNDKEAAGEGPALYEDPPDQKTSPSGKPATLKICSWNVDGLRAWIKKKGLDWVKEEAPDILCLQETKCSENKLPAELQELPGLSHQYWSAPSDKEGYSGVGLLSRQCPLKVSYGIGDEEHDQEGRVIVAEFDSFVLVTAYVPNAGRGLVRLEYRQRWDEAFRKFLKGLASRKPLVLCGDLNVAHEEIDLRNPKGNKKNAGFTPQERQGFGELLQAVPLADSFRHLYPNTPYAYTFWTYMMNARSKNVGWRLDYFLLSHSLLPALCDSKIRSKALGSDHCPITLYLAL
#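 Kinetic fluorescence read (525 ex/598 em nm, three reads 60 s apart) of AP-site incision; signal = third minus first read. Enzyme 0.75 nM, dual-labelled THF duplex 50 nM, compound preincubation 15 min RT.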
# PGK inhibitor: T. brucei PGK inhibition | Potency, µM (doses to about 57.5 µM), inactives show at the highest dose activity change, negative = inhibition, most hits filed as inhibitors | P07378 | actives 0.043% (n = 380,000) | PGK/GAPDH coupled, Kinase-Glo luminescence, 60 min | AID 602233; note: potency is the fitted concentration of half-maximal effect; % is set by controls: 0 for no effect and ±100 for the full control effect; nearly all actives have a fitted effect of over 60% in size
#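 Luminescent ATP detection (Kinase-Glo Plus) follows a 60-minute room-temperature incubation, with wells lacking PGK as controls. Buffer: 100 mM TEA (pH 7.6), 5 mM MgCl2, 0.01% Tween-20. Coupling enzyme GAPDH (100 nM final) supplies unstable 1,3-BPG in-well.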
# RXFP1 antag: blocks the human relaxin receptor RXFP1; Q9HBX9; HEK293-RXFP1, relaxin-stimulated cAMP HTRF, 30 min; active compounds read low; actives 0.59% (n = 350,000); activity change, negative = inhibition, % at 57.5 µM; AID 1259400;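 active = activity change of -60% or lower, but not beyond a set lower limit; inconclusive = change between -60% and -40%, or beyond the set limit; inactive = change above -40%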; note: % is set by controls: 0 for no effect and ±100 for the full control effect
# Pol kappa inh: blocks human DNA polymerase kappa activity. Q9UBT6. purified Pol kappa, fluorescent DNA synthesis assay, 10 min. Potency, µM (highest dose often 107 µM), for the others: at the highest dose activity, negative = inhibition, actives largely listed as inhibitors. actives 0.53% (n = 400,000). AID 588579; note: potency is the fitted concentration of half-maximal effect; % is set by controls: 0 for no effect and ±100 for the full control effect
#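 10 nM Pol kappa was preincubated with compounds for 15 min at room temperature. Reaction started with 50 nM (final) substrate. Fluorescence read kinetically at 0 and 10 min.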
# Anesthetic bind: candidate novel general anesthetic via apoferritin binding. P02791. apoferritin/1-aminoanthracene competitive binding, fluorescence. Potency, µM (highest dose often 77.5 µM), inactives show at the top dose activity change, negative = displacement, usual class: inhibitors. actives 0.074% (n = 350,000). AID 485281; note: potency is the fitted concentration of half-maximal effect; % is set by controls: 0 for no effect and ±100 for the full control effect; nearly all actives have a fitted effect of over 20% in size
#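 Read-out: endpoint 1-AMA fluorescence, excitation 380 nm and emission 535 nm, after compounds sit 10 min at room temperature with 10 uM horse-spleen apoferritin in 50% saturated 1-AMA/PBS. Values come from four-parameter Hill fits.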
# POLB inh: inhibitors of human DNA polymerase beta; Pol beta primer extension/strand displacement, fluorescence kinetic; Potency, µM (series often up to 114 µM), inactives show at the highest dose activity change, negative = inhibition, actives largely listed as inhibitors; actives 1.3% (n = 340,000); AID 485314; note: potency is the fitted concentration of half-maximal effect; % is set by controls: 0 for no effect and ±100 for the full control effect
#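 Pol beta (10 nM) and compounds were preincubated 15 min at room temperature, then 50 nM substrate (final) started primer extension/strand displacement. Reads were taken at 0 and 10 min; concentration-response data were fitted to a four-parameter Hill equation.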
# Pol iota inh: inhibitors of human DNA polymerase iota; Q9UNA4; Pol iota fluorescent replication assay, 10 min; Potency, µM (series often up to 115 µM), inactives show at the top dose activity, negative = inhibition, hits mostly inhibitors; actives 1% (n = 390,000); AID 588590; note: potency is the fitted concentration of half-maximal effect
#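 Pol iota at 10 nM preincubated 15 min with compounds at room temperature; reaction started with fluorescent substrate, 50 nM final. Fluorescence read kinetically at 0 and 10 min; buffer-only wells as negative control.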
# Pol eta inh: blocks human DNA polymerase eta activity | Potency, µM (doses to about 114 µM), inactives show at the highest dose activity change, negative = inhibition, most hits filed as inhibitors | recombinant Pol eta, fluorescent DNA replication assay | Q9Y253 | actives 1.2% (n = 390,000); note: potency is the fitted concentration of half-maximal effect; % is set by controls: 0 for no effect and ±100 for the full control effect
# Target sequence (Q9Y253 whole entry, looked up): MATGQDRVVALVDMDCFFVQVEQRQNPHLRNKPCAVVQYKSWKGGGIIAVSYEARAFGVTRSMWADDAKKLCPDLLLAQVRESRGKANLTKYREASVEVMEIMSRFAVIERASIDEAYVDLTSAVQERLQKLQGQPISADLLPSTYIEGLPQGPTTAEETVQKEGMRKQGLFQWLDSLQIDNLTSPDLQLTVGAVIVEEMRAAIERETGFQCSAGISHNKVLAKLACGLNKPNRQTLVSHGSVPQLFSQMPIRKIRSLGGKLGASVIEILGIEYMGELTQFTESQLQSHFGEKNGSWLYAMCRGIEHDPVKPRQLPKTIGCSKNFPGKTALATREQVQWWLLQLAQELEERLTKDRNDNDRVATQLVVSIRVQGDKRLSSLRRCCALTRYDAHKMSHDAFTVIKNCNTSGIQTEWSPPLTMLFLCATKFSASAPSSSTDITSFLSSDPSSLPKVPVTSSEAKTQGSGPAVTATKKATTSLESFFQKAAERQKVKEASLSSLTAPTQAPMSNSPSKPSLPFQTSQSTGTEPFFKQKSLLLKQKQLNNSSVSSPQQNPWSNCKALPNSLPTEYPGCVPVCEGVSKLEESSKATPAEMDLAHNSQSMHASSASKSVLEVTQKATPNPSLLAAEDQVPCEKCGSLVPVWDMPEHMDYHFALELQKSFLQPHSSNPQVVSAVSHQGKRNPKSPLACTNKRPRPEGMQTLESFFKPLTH
#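 Fluorescent replication assay: 50 nM final substrate added after a 15 min room-temperature compound preincubation with 10 nM enzyme. Signal taken at 0 min and again at 10 min.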
# Starred values were filed as active, the others as inactive; i = inactive; ? = inconclusive; . = no result given; & = joins results of further samples; [ ] = another dose, or the depositor's remark. Unless noted, calls come from the whole dose curve; as a rule, active = well fitted curve in the direction sought with a large enough effect; inconclusive = small, poorly fitted or top-dose-only effect, or another doubt; inactive = no such curve, though single readings can be large; an effect the other way counts as inactive or inconclusive. An excerpt; count on the stated rates, not on these rows.
SMILES,BLM helicase inh,APE1 inh,PGK inhibitor,RXFP1 antag,Pol kappa inh,Anesthetic bind,POLB inh,Pol iota inh,Pol eta inh
CCCN(Cc1cccs1)C(=O)Nc1ccc(Br)cc1F,-1%,.,-2%,-17,-8%,?,5%,0%,-12%
C=CCc1cc(/C=N\NC(=O)CSc2nnc(CCCc3ccc(OC)c(C)c3)o2)cc(OC)c1O,-1%,-5%,0%,-2,7%,?,0%,35%[activator],-14%
Cn1cc(Cl)c(-c2n[nH]c(=S)n2-c2ccc(F)cc2)n1,5%,-5%,10%,-9,-4%,0%,21%,17%,-3%
CC(=O)OC1CC[C@@]2(C)C3CC[C@@]4(C)C(CC5O[C@@]6(CCC(C)CO6)C(C)C54)C3CC[C@@H]2C1 (stereo partly drawn),1%,3%,.,.,-4%[60.1 µM],-8%,.,.,.
Cc1ccc(C)c(S(=O)(=O)Nc2ccc(S(=O)(=O)Nc3ncccn3)cc2)c1,.,-14%,i,4,5%,.,.,-4%,-9%
FC(F)(F)c1cnc(Sc2nnc(-c3cccs3)n2CC2CCCO2)c(Cl)c1 (stereo not drawn),-3%,1%,-3%,9,-3%,?,11%,21%,-13%
c1cncc(CNc2nc(-c3ccc4c(c3)OCO4)nc3ccccc23)c1,-6%,5%,.,.,-3%[60.1 µM],-9%,.,.,.
c1ccc2c(c1)[nH]c1ccccc12,.,-6%,-4%,.,1%,.,.,-12%,-17%
COc1cc(OC)cc(C(=O)NCC(=O)OCC(=O)c2ccc3c(c2)-c2ccccc2C3)c1,2%,-5%,-7%,-15,-14%[60.1 µM],-10%,43%,35%,-7%
CCOc1ccc(N(CC(=O)NCC2CCCO2)S(=O)(=O)c2ccc(OC)c(OC)c2)cc1 (stereo not drawn),2%,4%,0%,-3,2%,-10%,20%,22%,-14%
O=C(CCl)N(c1ccc(Cl)cc1)c1c[nH]c2ccccc12,-9%,13%,-1%,-3,-23%,?,-11%,?,?
CCOC(=O)Cc1csc(NC(=O)NC2(C(F)(F)F)Oc3ccc(Cl)cc3O2)n1 (stereo not drawn),1%,2%,2%,9,-11%,-19%,0%,4%,-14%
O=C(COc1ccc(-c2ccccc2)cc1)NNC(=O)Nc1ccc(F)cc1F,-11%,-8%,-5%,-13,-2%,-4%,8.9µM*,12%,?
COC(=O)c1ccc(CSc2nnc(-c3ccc4c(c3)OCO4)n2-c2ccccc2)o1,-8%,6%,-6%,2,-1%,-7%,13%,-1%,?
COc1ccc(-c2[nH]nc3nc(-c4cc(OC)c(OC)c(OC)c4)cc(C(=O)O)c23)cc1,-6%,.,.,-3,-6%,8%,3%,-9%,.
CCOc1ccc(S(=O)(=O)N2CCCC(C(=O)NCc3ccncc3)C2)cc1C (stereo not drawn),1%,78%[activator],-6%,-2,-7%,-8%,11%,9%,-9%
Clc1ccc(-c2cn(-c3ccc(Cl)cc3)c3[n+]2CCCCC3)cc1,-4%,6%,-10%,-16,2%,-9%,0%,161%[activator],-15%
Cc1ccc(C)c(OCC(=O)N2CCN(c3ncccn3)CC2)c1,.,-7%,-7%,3,-11%,.,.,-17%,-9%
Cc1cc(Nc2ccccc2)n(-c2ccc(Br)cc2)n1,-7%,-5%,1%,-10,-9%,6%,-1%,2%,-5%
COc1cccc(NC(=S)N2CCCC2c2ccc(OC)c(OC)c2)c1 (stereo not drawn),-3%,-1%,-6%,-4,3%,-12%,0%,35%[activator],-4%

# Four compounds picked at random from those above, as already listed:
SMILES,BLM helicase inh,APE1 inh,PGK inhibitor,RXFP1 antag,Pol kappa inh,Anesthetic bind,POLB inh,Pol iota inh,Pol eta inh
CCOc1ccc(S(=O)(=O)N2CCCC(C(=O)NCc3ccncc3)C2)cc1C (stereo not drawn),1%,78%[activator],-6%,-2,-7%,-8%,11%,9%,-9%
O=C(COc1ccc(-c2ccccc2)cc1)NNC(=O)Nc1ccc(F)cc1F,-11%,-8%,-5%,-13,-2%,-4%,8.9µM*,12%,?
FC(F)(F)c1cnc(Sc2nnc(-c3cccs3)n2CC2CCCO2)c(Cl)c1 (stereo not drawn),-3%,1%,-3%,9,-3%,?,11%,21%,-13%
CCOC(=O)Cc1csc(NC(=O)NC2(C(F)(F)F)Oc3ccc(Cl)cc3O2)n1 (stereo not drawn),1%,2%,2%,9,-11%,-19%,0%,4%,-14%

# Next structures.
SMILES,BLM helicase inh,APE1 inh,PGK inhibitor,RXFP1 antag,Pol kappa inh,Anesthetic bind,POLB inh,Pol iota inh,Pol eta inh
NC(=O)c1ccc(NC(=O)CNc2cc(S(=O)(=O)N3CCOCC3)ccc2N2CCCC2)cc1,.,.,-5%,-6,-14%,.,.,-9%,0%
Cc1ccc(C(C(=O)NCCc2ccccc2)N(C(=O)c2csnn2)C2CC2)o1 (stereo not drawn),-2%,2%,0%,-6,-16%,-17%,1%,2%,0%
CCN(C(=O)Cn1c(=O)oc2cc(S(=O)(=O)N3CCCCCC3)ccc21)c1cccc(C)c1,-5%,.,.,6,5%,-4%,24%,17%,.
COc1cccc(CC2(CO)CCCN(Cc3ccccc3Cl)C2)c1 (stereo not drawn),-5%,-4%,4%,-1,6%,-1%,-12%,12%,-19%
Cc1ccc(S(=O)(=O)N2C(=O)/C(=C3\SC(=S)NC3=O)c3ccccc32)cc1,-2%,-6%,.,.,.,-6%,?,.,.
CCC1(CC)C(=O)C2=C3C1[C@H](C(=O)OC)C=C(C(=O)OC)C[C@H]3[C@H]1C(=O)N(Cc3ccccc3)C(=O)[C@H]1[C@H]2C (stereo partly drawn),0%,-2%,i,.,-18%&-5%,-14%,.,-9%&12%,-11%
Oc1ccccc1/C=N/n1cnnc1,-5%,-5%,4%,-2,-13%,68%[activator],0%,16%,-12%
COc1cccc(/C=N/Nc2nn3cnnc3c3ccccc23)c1,5%,-9%,-11%,10,-6%,-8%,?,22%,?
CCOC(=O)CCCc1sc(N)nc1-c1[nH]c(=O)[nH]c1C,-1%,-18%,-7%,21,?,-13%,1%,?,?
CCOC(=O)c1ccc(-n2cc(C(=O)c3cccnc3)nn2)cc1,-3%,-3%,-7%,-2,9%,-3%,13%,18%,-8%
C=CCN1C(=O)/C(=C/c2ccc(N(C)C)cc2)S/C1=N\c1nnc(CC)s1,-4%,2%,.,.,.,-16%,35%,.,.
C#CCOCCOCCOCCNc1nc(N2CCN(C(=O)[C@H]([C@@H](C)CC)n3cc(CCC(=O)O)nn3)CC2)nc(N2CCN(C(=O)[C@H](CCCCN)n3cc(CCC(=O)O)nn3)CC2)n1,.,.,-1%,.,-5%,.,.,0%,1%
Cc1cc(C(=O)OCC(=O)Nc2c(Cl)cccc2Cl)c(C)o1,.,20%,-1%,6,-7%,.,.,2%,1%
Cc1ccc(C)c(-n2ccnc2SCC(N)=O)c1,-8%,2%,0%,-13,-1%,-9%,0%,225%[activator],-25%
Cc1cc(C)cc(NS(=O)(=O)c2ccc3[nH]cc(C(=O)NCc4ccccc4Cl)c(=O)c3c2)c1,-6%,.,2%,-6,-20%[60.1 µM],-6%,-26%,?,-8%
CC1(C)CC(=O)C(C=NCC2CCNCC2)=C(O)C1,-1%,-1%,-1%,-11,9%,-8%,8%,8%,-1%
Cc1csc2nc(CNS(=O)(=O)c3cccnc3)cn12,.,.,-6%[11.5 µM],1,-4%,.,.,-26%,6%
COc1ccc(-n2c(SCC#N)nc3ccccc3c2=O)cc1,-2%,0%,i,-5,-14%,-6%,0%,-37%,-10%
CN(Cc1c(F)cccc1Cl)C(=O)c1ccc(NC(=O)CC2SC(N3CCCC3)=NC2=O)cc1 (stereo not drawn),.,2%,5%,-12,-4%,.,.,27%,-5%
COc1ccc(NC(NC(=O)c2ccc(OC)cc2)C(Cl)(Cl)Cl)cc1 (stereo not drawn),-8%,-6%,-9%,-17,-12%,-21%,2%,52%[activator],-13%
CCOc1ccc(N2C(=O)CC(N3CCN(c4ccc([N+](=O)[O-])cc4)CC3)C2=O)cc1 (stereo not drawn),-7%,21%,-6%,2,-2%,-13%,11%,55%[activator],-18%
COc1cc(SC)ccc1C(=O)Nc1ccc(C)cc1C,4%,-2%,-1%,8,-5%,-15%,43%,17%,-21%
CC(N=C1NS(=O)(=O)c2ccccc21)C(=O)OCC(=O)N(C)C1CCS(=O)(=O)C1 (stereo not drawn),.,17%,4%,3,2%,.,.,39%[activator],1%
O=C(COc1ccccc1F)Nc1ccc(S(=O)(=O)NCc2ccco2)cc1,-6%,-8%,5%,-4,-8%,?,-3%,7%,-11%
CC(C)c1nnc(NC(=O)c2ccc3ccccc3c2)s1,-6%,-2%,-5%,-8,-28%,-2%,-17%,3%,-3%
CCC1Oc2ccc(C)cc2N(CC(=O)N(Cc2ccc(C)o2)C2CC(C)(C)NC(C)(C)C2)C1=O (stereo not drawn),-6%,2%,-8%,-25,-14%,-23%,2%,18%,-17%
O=[N+]([O-])CC(=Nc1ccc(Cl)cc1)N/N=C\c1oc(O)c2ccccc12,-17%,-8%,-9%,-18,-26%,?,1%,71%[activator],40µM*
COc1ccc(C(=O)OC(C)C(=O)NC(C)CCc2ccccc2)cc1[N+](=O)[O-] (stereo not drawn),-1%,2%,-1%,-9,-12%,0%,15%,1%,-12%
CCOc1ccccc1CNC(=O)c1c(C)oc2ncnc(N3CCOCC3)c12,-5%,.,-4%,0,-4%,-7%,-2%,8%,-13%
Nc1c(Cl)c(Cl)nc(C(=O)N/N=C/c2ccco2)c1Cl,-4%,12%,-15%,10,-3%,-9%,-3%,-20%,0%
CC(=O)c1ccccc1NC(=O)c1ccc(OCc2c(C)noc2C)cc1,.,19%,-3%,3,-10%,.,.,?,-13%
CC1=C(C)CC(C(=O)NNC(=O)c2csc3c2CCC(C(C)(C)C)C3)C(C(=O)O)C1 (stereo not drawn),1%,2%,-3%,15,-2%,-15%,7%,21%,-18%
CCCNC(=O)c1ccc2c(c1)nc(C)n2-c1cccc(C)c1,-4%&-9%,57%[activator],-10%&-1%,-16&-8,-1%,-7%&-17%,2%&12%,?,-7%&13%
Cc1oc(-c2ccc(Cl)cc2)nc1CS(=O)CC(=O)NCc1ccccn1 (stereo not drawn),0%,54%[activator],-8%,14,4%,-6%,7%,36%[activator],-12%
